HTT cytoprotect = qHTS Multiplex Assay to Identify Dual Action Probes in a Cell Model of Huntington: Cytoprotection (ATP); PC12 HTT-Q103 induced, cytoprotection, ATP luminescence, 40 h; Potency, µM (titrated, usually from 56.4 µM), for inactives: cytoprotection (ATP increase), hits mostly activators; 0.14% of 230,000 active; AID 1471, 2008;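 further: % of control where 0% means no effect; nearly all actives have a fitted effect of over 45% in size; toxic huntingtin expression switched on by the ecdysone agonist tebufenozide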
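Huntington model: PC12 line, ecdysone-inducible HTTQ103 exon1–GFP, tebufenozide 100 nM. Test articles in a dose series. Endpoint luminescence from cellular ATP.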
RGS12 GoLoco inh = qHTS Assay for Inhibitors of RGS12 GoLoco Motif Activity (Red Fluorophore) | Potency, µM (highest dose often 61.6 µM), for inactives: at the top dose activity, negative = inhibition, usual class: inhibitors | 0.44% of 230,000 active | Gai1:RGS12 GoLoco peptide FP, rhodamine, 10 min | Guanine nucleotide-binding protein G(i) subunit alpha-1 (Homo sapiens), P63096 | AID 880, 2007; active means well fitted inhibition curve with a large enough effect, not every such curve was filed as active; inactive means no such curve, though single readings can be large or run the other way; further: on the % scale 0 is the no-effect control and ±100 the full control effect; nearly all actives have a fitted effect of over 30% in size; many of its hits are not listed in these tables
Target sequence (P63096 whole entry, looked up): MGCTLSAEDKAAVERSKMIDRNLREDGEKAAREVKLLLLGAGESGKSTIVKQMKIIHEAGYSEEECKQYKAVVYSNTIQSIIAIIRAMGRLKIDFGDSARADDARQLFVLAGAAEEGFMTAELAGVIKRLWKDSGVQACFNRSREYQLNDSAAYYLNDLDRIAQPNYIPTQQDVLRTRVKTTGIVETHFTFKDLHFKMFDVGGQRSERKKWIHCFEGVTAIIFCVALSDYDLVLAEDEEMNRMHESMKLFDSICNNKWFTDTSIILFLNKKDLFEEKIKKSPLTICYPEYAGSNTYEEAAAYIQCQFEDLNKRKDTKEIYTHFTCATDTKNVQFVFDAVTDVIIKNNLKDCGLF
GAA glycogen = qHTS Assay for Inhibitors and Activators of Human alpha-Glucosidase Cleavage of Glycogen; recombinant GAA, glycogen substrate, Amplex Red glucose oxidase fluorescence; 0.38% of 300,000 active; Potency, µM (top dose mostly 76.4 µM), for inactives: at the top dose activity change, negative = inhibition, usual class: inhibitors; Lysosomal alpha-glucosidase (Homo sapiens), P10253;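 further: 0% = full enzyme reaction and -100% = no-enzyme basal signal; the screen sought inhibitors and activators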
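Recombinant human alpha-glucosidase (4 nM final) hydrolysed bovine liver glycogen (30 ug) for 40 min at 37 C in pH 5.0 citrate/phosphate with 0.01% Tween-20. Released glucose detected by glucose oxidase/Amplex Red, Ex 573/Em 610 nm. Compounds up to 77 uM; AC50 from Hill fits.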
GAA spleen mod = qHTS Assay for Inhibitors and Activators of Human alpha-Glucosidase From Spleen Homogenate; Lysosomal alpha-glucosidase (Homo sapiens), P10253; human spleen homogenate, 4-MU-alpha-glucoside fluorescence; Potency, µM (highest dose often 79.9 µM), for the others: at the highest dose activity change, negative = inhibition, actives largely listed as inhibitors; 0.006% of 240,000 active; AID 2112, 2009;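 further: 0% = enzyme with vehicle and -100% = no enzyme basal signal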
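Enzyme source: human spleen homogenate, 1 ug/well. Buffer 50 mM citric acid/K phosphate pH 5.0, 0.01% Tween-20. 4-MU-alpha-glucoside 1 mM; 37 C x 40 min; NaOH/glycine stop; fluorescence.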
GAA inh = qHTS Assay for Inhibitors of Human alpha-Glucosidase as a Potential Chaperone Treatment of Pompe Disease; Lysosomal alpha-glucosidase (Homo sapiens), P10253; Potency, µM (top dose mostly 76.9 µM), without a hit: at the top dose activity change, negative = inhibition, hits mostly inhibitors; 0.005% of 200,000 active; purified human GAA, 4-MU-alpha-glucoside fluorescence;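 further: plate controls were uninhibited enzyme wells for no effect and no-enzyme background for full effect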
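Compounds are titrated up to 77 uM against 4 nM human enzyme. Substrate 4-methylumbelliferyl-alpha-D-pyranoside (400 uM) reacts 20 min at room temperature in pH 5.0 buffer; liberated 4-methylumbelliferone is read at 440 nm.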
IMPase Li cell = qHTS Assay for Identifying the Cell-Membrane Permeable IMPase Inhibitors: Potentiation with Lithium. CHO-M1 cells, IP1 TR-FRET (IP-One), carbachol + lithium. Potency, µM (top dose mostly 59.4 µM), inactives show at the top dose activity, negative = IMPase inhibition, actives largely listed as inhibitors. 0.35% of 210,000 active. AID 1457, 2008;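 further: IP1 builds up when IMPase is blocked and the TR-FRET signal falls; plate controls were basal vehicle for no effect and high inhibitor control for full effect; nearly all actives have a fitted effect of over 50% in size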
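IP1 accumulation measured by competitive TR-FRET in lysed CHO-M1 cells after 30 min compound exposure at 37C, with a small lithium addition to potentiate weak responses. Hill-equation AC50 from ratio and donor-channel data.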
HttQ103 aggreg = qHTS Multiplex Assay to Identify Dual Action Probes in a Cell Model of Huntington: Aggregate Formation (GFP); PC12 HttQ103-GFP aggregates, Acumen cytometry, 40 h; AID 1688, 2009; Potency, µM (top dose mostly 46.1 µM), without a hit: at the highest dose activity change, negative = inhibition, actives largely listed as inhibitors; 1.1% of 220,000 active; further: on the % scale 0 is the no-effect control and ±100 the full control effect; nearly all actives have a fitted effect of over 60% in size
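Multiplexed with ATP-based cell death, this channel scores GFP aggregates in PC12 cells expressing inducible HTTex1-Q103-GFP. Induction used 100 nM tebufenozide; compounds were tested in concentration series.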
Starred values were filed as active, the others as inactive; u = inconclusive; x = no result given; [ ] = remark or other dose. Unless noted, the call rests on the fitted dose curve; in most records, active means well fitted curve in the direction sought with a large enough effect; inconclusive means small, poorly fitted or top-dose-only effect, or another doubt; inactive means no such curve, though single readings can be large; an effect the other way counts as inactive or inconclusive. Potency means the concentration at half of the fitted maximal effect. Some of the compounds tested; rates above refer to the full screens.

SMILES	HTT cytoprotect	RGS12 GoLoco inh	GAA glycogen	GAA spleen mod	GAA inh	IMPase Li cell	HttQ103 aggreg
Cn1c(Cn2c(=O)sc3ccccc32)nnc1SCC(=O)NC1CCCC1	-6%	0%	1%	-3%	-1%	7%	13%
COc1ccc([N+](=O)[O-])cc1C(=O)Nc1ccc(Cc2ccncc2)cc1	-5%[10 µM]	14%	2%	-1%	12%	-5%	-8%[9.22 µM]
N#Cc1c(N)c(C#N)c(-c2ccc(O)cc2)c2c1CCCC2	-9%	8%	-8%	0%	u	7%[38.3 µM]	u
CC1CCCN(C(=O)c2cc(F)c(F)cc2Cl)C1 (configuration not stated)	-3%[0.074 µM]	-8%	-1%	-2%	0%	23%[38.3 µM]	-20%
N#C/C(=C\c1c(F)cccc1Cl)c1nn(-c2ccccc2)c(-n2cccc2)c1C#N	8%[10 µM]	2%	-3%	-15%	x	x	10%[9.22 µM]
Cc1nnc(N/N=C/c2ccco2)n1N	-102%[inhibitor]	8%	u	0%	-3%	-5%	-20%
COc1cc(/C=N/Nc2ccc(C)cc2)cc(Br)c1O	-1%[10 µM]	-9%	u	9%	-6%	14%	13%
Cc1ccc(OCc2nnc(NC(=O)OCC(C)C)s2)cc1	19%	7%	0%	-2%	-1%	26%[38.3 µM]	2%
c1ccc(Cn2nnc3c(N4CCCCCC4)ncnc32)cc1	13%[10 µM]	14%	7%	-26%	-3%	57%[activator][38.3 µM]	-12%
CCCCOC(=O)C1=C(C)Nc2ncnn2C1c1cccc(OC)c1OC (configuration not stated)	9%[10 µM]	17%	-1%	-24%	-12%	20%[38.3 µM]	5%
c1ccc(CN2C3=NCCN3c3ccccc32)cc1	x	28%	-4%	-1%	u	1%	10%
C=CCn1c(SCc2ccc(C(=O)O)cc2)nc2sc(C)c(C)c2c1=O	8%[10 µM]	12%	1%	1%	x	x	-9%[9.22 µM]
COC(=O)N1CCCc2cc(C)ccc21	-7%	-2%	5%	-1%	13%	1%	10%
Cc1cc(=O)[nH]c(NN=C2C3CC4CC(C3)CC2C4)n1	7%[10 µM]	5%	u	1%	-7%	x	-2%[9.22 µM]
CCC1CCCCN1CCCNC(=O)Cn1nc(-c2ccc(C)cc2)ccc1=O (configuration not stated)	3%	18%	3%	1%	-3%	5%[38.3 µM]	-2%
COc1ccc(C)cc1NC(=O)CSc1ccc(Cl)cc1	-11%[10 µM]	13%	-5%	3%	-2%	7%	6%
O=C(c1ccccc1-c1nc2ccccc2[nH]1)N1CCOCC1	9%	-7%	3%	-2%	-10%	13%[38.3 µM]	7%
CC(C)OC(=O)[C@@H]1CC[C@H](C)[C@@H](CCC[C@@H]2C[C@@H](O)C[C@H](CC#N)O2)O1	x	-2%	x	-5%	x	3%	x
c1ccc2sc(Cc3nnc4n3CCCCC4)nc2c1	0%	1%	-4%	4%	-1%	10%[38.3 µM]	-11%
CC(=O)N1CC(=O)N(Cc2ccccc2)/C(=C/c2ccccc2)C1=O	3%	-6%	4%	x	0%	1%	-3%
CCCCCC(=O)Nc1ccccc1N1CCOCC1	x	2%	4%	-6%	-3%	-2%	9%
CN1CCN(C(=O)c2ccc(-n3cccn3)nc2)CC1	8%[10 µM]	-4%	0%	-1%	-2%	0%	11%
CCOc1cc(C=O)cc(Br)c1OCC(N)=O	-23%	-3%	24%	0%	13%	0%	5%
COc1ccc(OC)c(C(=O)c2ccc(C(=O)Nc3ccc4ccccc4c3)cc2)c1	-4%[10 µM]	5%	3%	-1%	-9%	-11%	-5%
CCC(C(=O)N1CCN(C(=O)c2ccco2)CC1)c1ccccc1 (configuration not stated)	-47%[inhibitor]	-3%	-1%	-17%	u	-7%[38.3 µM]	16%

Molecules listed so far containing a furan ring, fused or not (2):
SMILES	HTT cytoprotect	RGS12 GoLoco inh	GAA glycogen	GAA spleen mod	GAA inh	IMPase Li cell	HttQ103 aggreg
Cc1nnc(N/N=C/c2ccco2)n1N	-102%[inhibitor]	8%	u	0%	-3%	-5%	-20%
CCC(C(=O)N1CCN(C(=O)c2ccco2)CC1)c1ccccc1 (configuration not stated)	-47%[inhibitor]	-3%	-1%	-17%	u	-7%[38.3 µM]	16%

New compounds follow:
SMILES	HTT cytoprotect	RGS12 GoLoco inh	GAA glycogen	GAA spleen mod	GAA inh	IMPase Li cell	HttQ103 aggreg
Cc1cc(C)cc(NC(=O)COC(=O)c2cc(C)oc2C)c1	-17%	3%	5%	3%	7%	8%	1%
O=C1NC(c2cccc(Br)c2)=N/C1=C\c1ccco1	15%[10 µM]	83%[activator]	-15%	8%	11%	24%	-16%
O=C(O)C1CC=CCC1C(=O)N1CCN(c2nc(-c3ccccc3Cl)c3cc(Br)ccc3n2)CC1 (configuration not stated)	-7%	-4%	10%	-3%	-8%	11µM*	3%
COc1ccc(/C=C2\CCCC3C2=NN(C(=O)CSc2ncn[nH]2)C3c2ccc(OC)cc2)cc1 (configuration not stated)	4%[10 µM]	4%	0%	-6%	-1%	0%	-28%
CCc1ccc(OC(C)c2nnc(SCC(=O)Nc3ncccc3C)n2C)cc1 (configuration not stated)	7%[10 µM]	5%	1%	-5%	2%	6%	-14%
Cc1cc(C)n(C(=O)c2ccc(S(=O)(=O)N3CCCC3)cc2)n1	-12%[0.074 µM]	-8%	1%	-4%	-10%	28%[38.3 µM]	1%
O=S(=O)(c1ccc(S(=O)(=O)N(Cc2ccc(F)cc2)C2CCCC2)cc1)N1CCCC1	-2%[10 µM]	-7%	-4%	2%	2%	-2%[38.3 µM]	12%
Cc1nc([N+](=O)[O-])cn1CCC#N	-1%[10 µM]	7%	8%	-1%	x	x	-9%[9.22 µM]
Cc1ccc(S(=O)(=O)CC#CCOC(=O)c2ccc([N+](=O)[O-])cc2)cc1	-11%	-19%	3%	6%	-8%	14%[38.3 µM]	23%
Cn1c(=O)c2c3c(sc2n2c(SCC(N)=O)nnc12)CC(C(C)(C)C)CC3 (configuration not stated)	-2%	21%	0%	-1%	-10%	33%[38.3 µM]	-15%
CC(COc1ccc(/C=C/c2ccccc2)cc1)[N+](C)(C)C (configuration not stated)	x	10µM*	x	2%	x	33%[activator]	x
COc1ccc(NC(=O)NC2CC3CCCC(C2)N3Cc2ccccc2)cc1 (configuration not stated)	-2%	4%	-7%	-13%	-1%	0%[38.3 µM]	-10%
CCCN(CCC)C(=O)CCSCCC(=O)N(CCC)CCC	10%[0.074 µM]	16%	1%	-7%	4%	11%	5%
COc1ccc(C(=O)Nc2nc(-c3ccccc3)c(C(C)=O)s2)c(OC)c1	-34%[inhibitor]	-6%	19%	11%	-1%	u	2%
CCc1cc(C(=O)OC)c(NC(=O)CC2Nc3cc(C)c(C)cc3NC2=O)s1 (configuration not stated)	-6%[10 µM]	1%	u	-3%	-6%	4%	21%
CCOC(=O)c1c(NC(=O)c2ccc(C)cc2)sc2c1CC(C)(C)OC2	-12%	3%	0%	4%	-1%	49%[activator][38.3 µM]	-21%
COc1ccc(C2CC(c3cccs3)=NN2c2ccc(F)cc2)cc1OC (configuration not stated)	-11%[10 µM]	6%	-15%	27%	u	u	u
COC(=O)[C@@]1(Cc2ccccc2)[C@H]2c3cc(C(=O)N(C)C)n(Cc4nc5ccccc5[nH]4)c3C[C@H]2CN1C(=O)c1ccccc1	14%	21%	x	2%	x	0%	x
COc1ccc(S(=O)(=O)Cc2ccc(C(=O)N3CCN(c4ccccn4)CC3)o2)cc1	1%	6%	-12%	4%	-1%	12%[38.3 µM]	-1%
Clc1ccc(COc2ccccn2)c(Cl)c1	-2%	0%	-2%	-2%	2%	12%[38.3 µM]	0%
c1ccc(-c2ccccc2OCCOCCN2CCc3ccccc3C2)cc1	-43%	12%	15%	3%	-14%	19%	20%[9.22 µM]
CCCn1c(SCC(=O)c2cc(OC)ccc2OC)nnc1-c1ccco1	-6%[10 µM]	15%	-12%	0%	-5%	4%[38.3 µM]	17%
C=C(C)CNC(=S)NNC(=O)CCn1c2ccc(Cl)cc2c2cc(Cl)ccc21	-20%[1.9 µM]	8%	-12%	-2%	-3%	3%	-14%
CC(C)C[C@@H](CC(=O)N[C@@H](CCC(=O)O)CC(=O)O)NC(=O)[C@@H]1CNCC[C@H]1NC(=O)C[C@@H](NC(=O)C[C@H](Cc1ccccc1)NC(=O)[C@@H]1CNCC[C@H]1N)C(C)C	-1%[1.9 µM]	-3%	x	5%	x	24%	x
COc1cc2ncnc(NCc3ccc(C)cc3)c2cc1OC	-19%[10 µM]	-10%	8%	-2%	5%	23%[38.3 µM]	35µM*

The listing continues:
SMILES	HTT cytoprotect	RGS12 GoLoco inh	GAA glycogen	GAA spleen mod	GAA inh	IMPase Li cell	HttQ103 aggreg
CC(C)C(=O)Nc1nnc(SCC(=O)NCc2ccco2)s1	8%[10 µM]	-2%	0%	-2%	-1%	-4%	-16%
O=[N+]([O-])c1ccccc1/C=N/n1c(C2CCCCC2)n[nH]c1=S	6%[10 µM]	3%	u	-9%	2%	21%	3%
COc1ccc(CN2CNc3c(c(=O)n(C)c(=O)n3C)C2)cc1	x	11%	-21%	3%	-2%	-5%	1%
Cc1ccc(CNC(=O)CCc2c(C)nc3ncnn3c2C)cc1	3%	-5%	1%	0%	-2%	9%[38.3 µM]	-6%
Cc1cccc(N=Nc2c(C)c(C#N)c(O)[nH]c2=O)c1	0%[10 µM]	5µM*	-7%	4%	-3%	15%	-12%[9.22 µM]
COc1cccc(NC(=O)N2CCN(c3ccc(C(F)(F)F)cn3)CC2)c1	-2%	-13%	-2%	-15%	-5%	8%[38.3 µM]	u
O=S(=O)(Nc1ccc2nc(C(F)(F)F)[nH]c2c1)c1ccccc1	-33%	5%	3%	-1%	-1%	0%[38.3 µM]	-8%[9.22 µM]
COC(=O)NNC(=O)c1ccc(C)cc1	-3%	2%	-1%	1%	-1%	-1%[38.3 µM]	-5%
COc1ccc(CNC(=O)CN(c2ccccc2)S(=O)(=O)N(C)C)cc1	10%[10 µM]	0%	-7%	-13%	x	-6%	6%[9.22 µM]

Screens: PubChem, National Center for Advancing Translational Sciences (NCATS)
